# NCI-60 one-dose screen, 48 h, at 10 µM unless noted. Numbers give growth in % (100 = growth as untreated, 0 = no growth, -100 = all killed).
# UACC-62 = UACC-62 melanoma | actives 5.4% (n = 81,000); active means growth percent below 10
# The depositor's hits bear a star; & = joins results of further samples; ! = not confirmed by another sample; [ ] = another dose, or the depositor's remark. Not all compounds are listed (hit frequency here may not be typical).
molecule,UACC-62
COc1ccc(C2c3cc4c(c(OC)c3CC3OCC(=O)C32)OCO4)cc1OC (centres undefined),3.7*![100 µM]
O=C(O)/C=C\C(=O)Nn1c(Cc2ccc(Cl)cc2)n[nH]c1=O,92&89[100 µM]
O=C1C=C(Nc2ccc(S(=O)(=O)Nc3nccs3)cc2)c2ccccc2C1=O,-89*[100 µM]
COC(=O)C(/C(=N/N)C(=O)Nc1cc(Cl)c(Cl)cc1Cl)c1nc2ccc(Cl)cc2[nH]c1=O (centres undefined),53&72[100 µM]
CCCn1c2c(c3ccccc3c1=O)C(=O)c1ccccc1-2,8.5*![100 µM]
CCOC(=O)CCCOc1cc(-c2ccccc2F)nc2cc3c(cc12)OCO3,-31*![100 µM]
COc1cc(OC)c2nc3occc3c(OC)c2c1,30&42[100 µM]
CC1(C)Oc2ccc3c(=O)c(-c4ccccc4)c(-c4ccccc4)oc3c2C1C(=O)O (centres undefined),83&48[100 µM]
COc1ccc(N(CN2C(=O)CCC2C(=O)O)C(C)=O)cc1 (centres undefined),100&80[100 µM]
COC(=O)C(=O)C(C(=O)OC)C(=O)C(=O)Nc1ccccc1C(N)=O (centres undefined),90&89[100 µM]

# The closing two records of the section above lead into the next.
molecule,UACC-62
COc1ccc(N(CN2C(=O)CCC2C(=O)O)C(C)=O)cc1 (centres undefined),100&80[100 µM]
COC(=O)C(=O)C(C(=O)OC)C(=O)C(=O)Nc1ccccc1C(N)=O (centres undefined),90&89[100 µM]
C/C(O)=C/c1nc2sc(C)c(C)c2c(=O)s1,37&19[100 µM]
COc1ccc(CC2c3cc(OC)c(OC)c(OC)c3CC[N+]2(C)C)cc1Oc1ccc(CC2c3cc4c(c(OC)c3CCN2C)OCO4)cc1 (centres undefined),8.6*![100 µM]
N/N=C(\C(=O)Nc1ccc([N+](=O)[O-])cc1)C(C1=Nc2cc([N+](=O)[O-])ccc2NC1)[N+](=O)[O-] (centres undefined),15&42[100 µM]
O=C1c2ccccc2-c2c1c1ccccc1c(=O)n2Cc1ccco1,61&69[100 µM]
CC1CC(N)=C(C#N)C1(C#N)C#N (centres undefined),108&90[100 µM]
CC(C)=CCC/C(C)=C/CC/C(C)=C/CSc1ccccc1C(=O)O,67&29[100 µM]
C=C1C(=O)OC2/C=C(/C)C3(O)OC(C)(CC(OC(=O)C(C)C)C12)CC3OC(C)=O (centres undefined),-93*[100 µM]
Cc1ccc(/C=C2/N=C(N/N=C\C(O)C(O)C(O)C(O)CO)NC2=O)cc1 (centres undefined),57&96&67&79&90&82[100 µM]
C=CC1C(OC2OC(CO)C(O)C(O)C2O)OC=C(C(=O)OC)C1CC1CC(=O)CC(CCc2ccc(O)cc2)O1 (centres undefined),91&84[100 µM]
CC(C)/C(Cl)=N/OC(=O)Nc1cccc(C(F)(F)F)c1,-100*[100 µM]

# Remaining list, next part:
molecule,UACC-62
Cc1cc(-c2nc3ccccc3s2)ccc1N,41&46[100 µM]
c1ccc(C2C3=C(CCCC3)Nc3nc4cc5ccccc5cc4n32)cc1 (centres undefined),58&78[100 µM]
O=C1NC(N2CCCCC2)=N/C1=C\c1ccccc1O,79&83[100 µM]
Cc1ccc(/C=N/Nc2cc(C)c3cccc(C)c3n2)s1,-100*[100 µM]
Cc1ccc(/C=N/Nc2cnccn2)s1,99&59[100 µM]
CC1=CCC2C3(C)CCC2(C(C)C)C1C3 (centres undefined) (tested in a mixture with another compound),0.4*![100 µM]
CCOC(=O)C1(C(C)=O)OC(=O)c2cnccc21 (centres undefined),90&99[100 µM]
COC(=O)C(=O)C(C(=O)C(=O)Nc1nc2ccc(C)cc2s1)c1nc2ccc([N+](=O)[O-])cc2[nH]c1=O (centres undefined),52&61[100 µM]
CC#CC#C/C=C1\C=CC2(OC=CC2OC(C)=O)O1 (centres undefined),-100*[100 µM]
CC1(C)CCCC(C)(C2CCC3(C)C2C(O)CC2C4(C)CCC(O)C(C)(C)C4CCC23C)O1 (centres undefined),42&62[100 µM]

# Next part, overlapping the part above by two compounds.
molecule,UACC-62
CC#CC#C/C=C1\C=CC2(OC=CC2OC(C)=O)O1 (centres undefined),-100*[100 µM]
CC1(C)CCCC(C)(C2CCC3(C)C2C(O)CC2C4(C)CCC(O)C(C)(C)C4CCC23C)O1 (centres undefined),42&62[100 µM]
N#Cc1nc(CCC(c2nc(C#N)c(N)o2)N2C(=O)c3ccccc3C2=O)oc1N (centres undefined),98&82[100 µM]
Cc1ccc(/C=C2/N=C(N/N=C\c3ccccc3)NC2=O)cc1,56&28[100 µM]
NC(Cc1ccc(S(=O)(=O)O)cc1)C(=O)NC(Cc1ccc(S(=O)(=O)O)cc1)C(=O)O (centres undefined),93&81[100 µM]
CN(C)CC(O)CNC(=O)Nc1ccccc1 (centres undefined),95&87[100 µM]
N#Cc1nc(C(F)(F)F)oc1N,93&58[100 µM]
CNC(=S)/C(=N\Nc1nc[nH]c1C(N)=O)C(N)=S,0.0*[100 µM]
C=C(C)C1CC2(C)C(C)CC(O)CC2C(OC(=O)C=C(C)C)C1O (centres undefined),9.7*![100 µM]
Cc1coc2c1CC1OC1(C)CCC1OC1(C)C2 (centres undefined),62&66[100 µM]
CCC/C(Cl)=N\OC(=O)Nc1ccc(F)cc1,-100*[100 µM]
C=C1C(=O)OC2CC(C)C3(O)CCC(=O)C3(C)CC12 (centres undefined),6.5*[100 µM]

# (listing goes on)
compound,UACC-62
CC(=O)NC1C(O)C(O)C(CO)OC1n1ncc(=O)[nH]c1=O (centres undefined),91&89[100 µM]
CC(C)(C)N/N=C(\C(=O)Nc1ccc([N+](=O)[O-])cc1[N+](=O)[O-])c1nc2ccc([N+](=O)[O-])cc2[nH]c1=O,18&54[100 µM]
CC(C)C1=C(O)C2=C(C(=O)C1=O)C1(C)CCCC(C)(C)C1CC2O (centres undefined),-97*[100 µM]
O=C1NC(N/N=C\C(O)C(O)C(O)CO)=N/C1=C/c1ccc(Cl)cc1 (centres undefined),-100*![100 µM]
Cc1nc(C(N)=S)sc1C(=O)C/C(=N/N)C(=O)Nc1ccc(Cl)cc1,38&61[100 µM]
CCCCCCCCCCCC1=C(O)C(=O)C(CC2=C(O)C(=O)C(CCCCCCCCCCC)=C(O)C2=O)=C(O)C1=O,63&80[100 µM]
CC(=N\N=C\c1ccccn1)/C(C)=N/N=C(C)/C(C)=N/N=C(C)/C(C)=N/N=C/c1ccccn1,82&101[100 µM]
CC1(C)CCC2(C(=O)O)C(O)CC3(C)C(=CCC4C5(C)CCC(OC6OCC(O)C(O)C6OC6OCC(O)C(O)C6OC6OCC(O)C(OC7OC(CO)C(O)C(O)C7O)C6O)C(C)(C)C5CCC43C)C2C1 (centres undefined),5.4*![100 µM]

# Pulled by compound from the entries so far:
compound,UACC-62
C/C(O)=C/c1nc2sc(C)c(C)c2c(=O)s1,37&19[100 µM]
CC#CC#C/C=C1\C=CC2(OC=CC2OC(C)=O)O1 (centres undefined),-100*[100 µM]
C=C(C)C1CC2(C)C(C)CC(O)CC2C(OC(=O)C=C(C)C)C1O (centres undefined),9.7*![100 µM]
CC(=N\N=C\c1ccccn1)/C(C)=N/N=C(C)/C(C)=N/N=C(C)/C(C)=N/N=C/c1ccccn1,82&101[100 µM]
CC1(C)CCC2(C(=O)O)C(O)CC3(C)C(=CCC4C5(C)CCC(OC6OCC(O)C(O)C6OC6OCC(O)C(O)C6OC6OCC(O)C(OC7OC(CO)C(O)C(O)C7O)C6O)C(C)(C)C5CCC43C)C2C1 (centres undefined),5.4*![100 µM]
COC(=O)C(=O)C(C(=O)C(=O)Nc1nc2ccc(C)cc2s1)c1nc2ccc([N+](=O)[O-])cc2[nH]c1=O (centres undefined),52&61[100 µM]

# 3 entries from above, reformatted.
Cc1cc(-c2nc3ccccc3s2)ccc1N
  UACC-62: 41&46[100 µM]
c1ccc(C2C3=C(CCCC3)Nc3nc4cc5ccccc5cc4n32)cc1 (centres undefined)
  UACC-62: 58&78[100 µM]
O=C1NC(N2CCCCC2)=N/C1=C\c1ccccc1O
  UACC-62: 79&83[100 µM]

# The listing continues.
compound,UACC-62
O=C(CCc1ccccc1)ON1C(=S)C(c2ccccc2)(c2ccccc2)N=C1Sc1ccccc1,0.5*![100 µM]
CCCCCC(O)(CCCCC)CCCCCCCCC1=C(O)c2ccccc2C(=O)C1=O,-14*[100 µM]
Cc1sccc1C(=S)Nc1ccc(Cl)c(/C=N/OC(C)(C)C)c1,-92*[100 µM]
C=C1CC2(C)CCC(OC(=O)C3(C)OC3C)C(C)(OC(C)=O)C2CC1=C(C)C (centres undefined),13&76[100 µM]
NC(=O)c1n[nH]n(-c2ccccc2)c1=O,104&92[100 µM]
CC1=CC[C@@H]2[C@@H](CC[C@@]2(C)O)C(C)(C)[C@H]1CC[C@@H]1[C@@]2(C)CCC(=O)C(C)(C)O[C@@H]2CC[C@]1(C)O,-100*[100 µM]
COc1ccc2cc(CN3CCC(C4CCNCC4)CC3)ccc2c1,-100*[100 µM]
O=C1c2ccccc2-c2c1c1ccccc1c(=O)n2-c1ccccc1,39&70[100 µM]

# New compounds follow:
compound,UACC-62
COc1c(-c2ccccc2)oc2c(CP(=O)(OC)OC)cccc2c1=O,50&94[100 µM]
CC(=O)c1cc2c(s1)C(=O)c1scc(C(C)=O)c1C2=O,-82*[100 µM]
COC(=O)c1ccc(CCc2cc(O)c(Br)cc2O)cc1,-100*[100 µM]
O=C1N(c2ccccc2)N=C2c3ccncc3C3=NN(c4ccccc4)C(=O)C123 (centres undefined),11&60[100 µM]

# Source: PubChem
